Screening data from PubChem.
HIV fusion peptide: cell-free HIV fusion peptide-binding blockers – biochemical, uHTS, fluorescence dequenching, primary screen (AID 1986); cell-free peptide binding, fluorescence dequenching, 30 min; higher % means a stronger effect; one-dose inhibition, % at 20 µM; IC50 in µM for titrated hits; 290,000 tested, 0.3% active; in the data active means inhibition mostly above about 52%, no sharp cut-off; inactive means mostly below about 76%; further: some results filed as inactive read as strong as hits
Large T inhibition: SV40 large T antigen inhibitors, biochemical (AID 1903). 310,000 tested, 0.39% active. SV40 large T antigen ATPase/helicase inhibition assay; higher % means a stronger effect. one-dose inhibition, % at 20 µM; IC50 in µM for titrated hits; in the data active means a potency from the dose series; inconclusive means inhibition mostly from about 32% at the one dose, without a potency; inactive means the rest, 99 in 100 with inhibition below about 32%; further: strong numbers were not always called active
XIAP displacement: XIAP antagonists, biochemical, IAP family, fluorescence polarization (AID 1018); XIAP BIR domain, fluorescence polarization peptide displacement; higher % means a stronger effect; displacement, % at 20 µM, or IC50 in µM where a hit was titrated; 200,000 tested, 0.007% active; in the data active means displacement above about 50%; further: a part of the inactive calls stands beside numbers as strong as those of hits
RSV antiviral HEp-2: RSV antiviral activity via CPE protection, HEp-2 cells, primary 10 µM value included (AID 2391); CPE inhibition, % at 10 µM, or IC50 in µM where a hit was titrated; HEp-2 cells, RSV-induced CPE inhibition; higher % means a stronger effect; 310,000 tested, 0.13% active; in the data active means a potency from the dose series; inconclusive means CPE inhibition mostly from about 23% at the one dose, without a potency; inactive means the rest, 99 in 100 with CPE inhibition below about 21%; further: strong numbers were not always called active
NS5 inhibitors: Dengue-2 NS5 methyltransferase inhibitors, primary screen, biochemical, confirmation dose response (AID 588689); one-dose inhibition, % at 25 µM; IC50 in µM for titrated hits; 340,000 tested, 0.3% active; Dengue-2 NS5 methyltransferase capping enzyme assay, biochemical; higher % means a stronger effect; in the data active means a potency from the dose series; inconclusive means inhibition above about 29% without an active follow-up result
AID2073: disruptors of CaV2.2 binding to Mint1 – biochemical, HTRF (AID 2073) | HTRF protein-protein interaction, Mint1-CaV2.2; higher % means a stronger effect | one-dose inhibition, % at 20 µM; IC50 in µM for titrated hits | 290,000 tested, 0.19% active; in the data active means inhibition mostly above about 51%, no sharp cut-off; inconclusive means no clear call, values can overlap the other calls; inactive means mostly below about 53%; further: some results filed as inactive read as strong as hits
Siah-1 displacement: blockers of Siah-1 interaction with plectin peptide – biochemical, fluorescence polarization, rhodamine-plectin, uHTS, primary screen (AID 1817). Siah-1 / rhodamine-plectin peptide fluorescence polarization; higher % means a stronger effect. displacement, % at 20 µM, or IC50 in µM where a hit was titrated. 290,000 tested, 0.02% active;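 active means displacement of at least 50% at 20 µM, with a fluorescence ratio check between 0.3 and a set limit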;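 further: plate controls were Siah plus tracer with DMSO for no effect and tracer alone without Siah for full effect; strong numbers were not always called active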
LYP phosphatase: inhibitors of LYP phosphatase, biochemical, fluorescence intensity, uHTS (AID 1779) | recombinant LYP phosphatase, fluorescence intensity; higher % means a stronger effect | one-dose inhibition, % at 11.5 µM; IC50 in µM for titrated hits | 290,000 tested, 0.054% active; in the data active means inhibition above about 50%;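 further: plate controls were vehicle with enzyme for no effect and no enzyme for full effect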
Rac1 GTP hydrolysis: MgcRacGAP GTPase-activating activity inhibitors, confirmation, biochemical, ADP Hunter fluorescence; MgcRacGAP-stimulated Rac1 GTP hydrolysis, ADP Hunter fluorescence; higher % means a stronger effect; GST-tagged Rac1 F28L mutant substrate; inhibition, % at 30 µM; hits with a dose series show IC50 in µM; AID 624330; 340,000 tested, 0.6% active;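 active means first-screen hits whose inhibition reached a set limit at any dose in the follow-up dose series; inconclusive means inhibition above the set first-screen limit but never retested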;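 further: fluorescence reports GDP produced by GAP-driven GTP hydrolysis; strong numbers were not always called active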
NS5 inhibitors pilot replicate: recorded beside NS5 inhibitors, whose call it bears; inhibition, %; measured here: pilot screen replicate inhibition
An asterisk follows results filed as active; ? = inconclusive; / = no result given.

SMILES | HIV fusion peptide | Large T inhibition | XIAP displacement | RSV antiviral HEp-2 | NS5 inhibitors | AID2073 | Siah-1 displacement | LYP phosphatase | Rac1 GTP hydrolysis | others
COc1ccc(/C(N)=N/OC(=O)CSc2ccc(C)cc2)cc1 | -2.3% | 1% | -3.3% | 2.4% | 3% | 4% | 4% | -8% | 10%
Cc1ccc(NC(=O)c2cccc3cccnc23)cc1 | -1.0% | 6% | / | 5.9% | -6% | -4% | 5% | -10% | 4%
CCOC(=O)c1nc(C)n(-c2cc(Cl)ccc2Cl)n1 | -3.9% | 3% | -3.7% | 0.2% | 3% | 13% | -1% | -5% | 5%
COC(=O)c1sc(-c2cccs2)cc1N | -2.6% | 20% | / | 7.2% | -5% | -19% | -3% | -4% | 13%
Clc1ccccc1CSC1=NCCCN1 | 2.3% | 0% | -6.7% | 0.9% | -2% | 2% | 0% | -9% | 7%
Cc1nc(N2CCN(c3ccccc3)CC2)[nH]c(=O)c1Cc1cccc2ccccc12 | -1.1% | 2% | -8.0% | 0.3% | / | ? | -4% | -4% | /
COCc1cc(C)nc(OCC(=O)N/N=C/c2ccc(O)cc2O)c1C#N | 4.0% | 34% | -2.6% | 0.9% | 18% | 11% | 6% | 7% | 19%
Cc1ccccc1C(=O)NC(=S)NC1CCS(=O)(=O)C1 (stereo not drawn) | 0.7% | 17% | / | 0.1% | -1% | 3% | -1% | -5% | 6%
O=C(c1cccc([N+](=O)[O-])c1)N1CCN(C/C=C/c2ccccc2)CC1 | -0.3% | 4% | / | / | 2% | -17% | 6% | -10% | 3%
O=C(COC(=O)CSc1nnc(-c2ccc(Cl)cc2)o1)NCc1ccc2c(c1)OCO2 | -1.5% | 4% | 0.6% | -0.5% | -1% | 3% | -2% | 1% | 9%
COc1ccccc1N(CC(O)CN1CCCCC1)S(=O)(=O)c1ccc(C)cc1 (stereo not drawn) | -1.4% | 0% | / | 0.2% | -3% | 3% | -9% | -4% | 3%
O=C(CCC(=O)OCC(=O)c1ccccc1)Nc1cccc(Cl)c1 | -1.2% | 13% | -1.2% | 2.0% | -4% | 10% | 4% | 2% | 5%
COc1ccc(NC(=O)N(CCCN(C)C)Cc2cc3cc(OC)ccc3[nH]c2=O)cc1 | -4.3% | 7% | -3.7% | 0.5% | 1% | 13% | -9% | -2% | 11%
Cc1cccc(C)c1NC(=O)CN1C(=O)NC(C)(CCc2ccccc2)C1=O (stereo not drawn) | -0.6% | 3% | -4.2% | 1.6% | -9% | 7% | 2% | 6% | 11%
CCOC(=O)Nc1cc(Br)c2c(c1)OCCO2 | -3.0% | 6% | -11% | 0.7% | -1% | -4% | 0% | -2% | 4%
CN(C)CC(CCC(CN(C)C)C(=O)c1ccccc1)C(=O)c1ccccc1 (stereo not drawn) | -1.6% | -17% | / | / | -6% | 2% | 2% | -1% | 6%
CCOC(=O)NC(=O)c1cn(Nc2ccccc2)c(=O)[nH]c1=O | -0.3% | -3% | / | 0.3% | 7% | -7% | 5% | -6% | -14%
CCOC(=O)CSc1nc(C)c2ccccc2n1 | 1.3% | -2% | -3.8% | 1.9% | -2% | -6% | 4% | -2% | 12%
O=C(Nc1ccccc1)Nc1ccccc1C(=O)NCCCN1CCOCC1 | -1.0% | -1% | / | / | 2% | 6% | 12% | -3% | 5%
Cc1cc(C)n(Cc2ccccc2Cl)n1 | 23% | 17% | -2.3% | 0.9% | -3% | -5% | 4% | -4% | 12%
COc1ccc(C(=O)N/C(=C\c2cn(C)c3ccccc23)C(=O)NCCCN2CCOCC2)cc1 | -0.2% | 16% | / | 0.6% | -4% | -1% | 0% | 4% | 7%
CN(C)/C=N/c1ncc(C(=O)c2ccc3ccccc3c2)s1 | -4.0% | 11% | -3.4% | ? | -13% | 7% | 2% | -4% | 9% | NS5 inhibitors pilot replicate=2.6
Nc1cc(=O)[nH]c(SCCSc2ccc(F)cc2)n1 | -1.5% | 6% | / | -1.6% | 7% | -10% | 2% | -7% | 3%
Cc1cc(=O)oc2cc(OCC(=O)NCCCN3CCOCC3)ccc12 | -1.2% | 3% | -3.6% | 2.7% | / | 2% | -3% | -6% | 10%
Cc1cc(C)c(NC(=O)CSc2ccc3nnc(CCNC(=O)c4ccccc4)n3n2)c(C)c1 | 0.0% | 2% | -9.6% | 1.6% | 1% | 7% | -6% | -8% | -4%

Next part, starting with the last 6 of the part before.
SMILES | HIV fusion peptide | Large T inhibition | XIAP displacement | RSV antiviral HEp-2 | NS5 inhibitors | AID2073 | Siah-1 displacement | LYP phosphatase | Rac1 GTP hydrolysis | others
Cc1cc(C)n(Cc2ccccc2Cl)n1 | 23% | 17% | -2.3% | 0.9% | -3% | -5% | 4% | -4% | 12%
COc1ccc(C(=O)N/C(=C\c2cn(C)c3ccccc23)C(=O)NCCCN2CCOCC2)cc1 | -0.2% | 16% | / | 0.6% | -4% | -1% | 0% | 4% | 7%
CN(C)/C=N/c1ncc(C(=O)c2ccc3ccccc3c2)s1 | -4.0% | 11% | -3.4% | ? | -13% | 7% | 2% | -4% | 9% | NS5 inhibitors pilot replicate=2.6
Nc1cc(=O)[nH]c(SCCSc2ccc(F)cc2)n1 | -1.5% | 6% | / | -1.6% | 7% | -10% | 2% | -7% | 3%
Cc1cc(=O)oc2cc(OCC(=O)NCCCN3CCOCC3)ccc12 | -1.2% | 3% | -3.6% | 2.7% | / | 2% | -3% | -6% | 10%
Cc1cc(C)c(NC(=O)CSc2ccc3nnc(CCNC(=O)c4ccccc4)n3n2)c(C)c1 | 0.0% | 2% | -9.6% | 1.6% | 1% | 7% | -6% | -8% | -4%
COc1cccc(C(=O)NNC(=O)Cc2cccs2)c1 | -2.0% | 0% | -9.5% | -1.0% | -1% | -2% | 5% | -1% | 6%
COc1ccc(S(=O)(=O)N2CCOCC2)c2ccccc12 | -1.1% | -5% | / | 2.2% | -8% | 0% | 0% | -4% | -7%
COc1ccc(C(NC(=O)N2CC(C)OC(C)C2)C(Cl)(Cl)Cl)cc1F (stereo not drawn) | 0.0% | 0% | -1.5% | 0.9% | 0% | 14% | -2% | -5% | 5%
CCCn1cnc2c(N)c(C)c(C)cc21 | 0.1% | 11% | -0.4% | 0.1% | -10% | 5% | 1% | -7% | 20%
CCOC(=O)c1oc2ccccc2c1NC(=O)CN1CCOCC1 | 0.4% | 9% | -2.7% | 2.3% | -8% | 11% | -2% | -5% | -4%
COc1ccc(S(=O)(=O)Nc2c(C(=O)O)[nH]c3ccccc23)cc1OC | 3.1% | 12% | -8.2% | 9.4% | 2% | -8% | 1% | -4% | 9%
CC(=O)Nc1ccc(S(=O)(=O)N2CCC(C(=O)NCCc3ccc(Cl)cc3)CC2)cc1 | -1.0% | -2% | / | 8.6% | -3% | 12% | 9% | -5% | 1%
CN1CCN(c2ccc([N+](=O)[O-])cc2NC(=O)c2ccccc2Cl)CC1 | -0.8% | -1% | -4.3% | -1.8% | 3% | 7% | -2% | -7% | 2%
COC(=O)c1ccc(N2CCN(S(=O)(=O)c3c(C)cc(C)cc3C)CC2)c([N+](=O)[O-])c1 | 1.6% | -3% | -2.0% | 5.8% | 0% | 1% | 5% | -1% | 7%
CCCC[C@H]1COCCS(=O)(=O)N1Cc1ccc(F)cc1 | -0.2% | 6% | / | -0.5% | 3% | 6% | 2% | -11% | -6%
CCC(=O)Nc1ccc(Cl)c(NC(=O)c2ccc(Br)o2)c1 | 0.4% | -2% | -2.2% | 2.5% | 5% | 7% | 4% | 0% | 13%
CC(=O)N(CN1C(=O)c2ccc([N+](=O)[O-])cc2C1=O)c1cccc(C(=O)O)c1 | -1.9% | -6% | -4.4% | 1.2% | -15% | -3% | 0% | -5% | 8%
Nc1nnc(CCN2C(=O)CSC2=O)s1 | 0.5% | 0% | -6.1% | 0.6% | -7% | -1% | 2% | 35% | 0% | NS5 inhibitors pilot replicate=-1.2
COCCNC(=O)Nc1ccc2nc(C)sc2c1 | 1.5% | 8% | -2.6% | 0.9% | 2% | -1% | -1% | -5% | 9%
CC(C)c1[nH]nc2c1C(c1cccs1)C(C#N)=C(N)O2 (stereo not drawn) | -2.9% | 19% | -2.7% | 2.2% | -1% | -6% | 5% | 1% | 8% | NS5 inhibitors pilot replicate=-1.8
Cc1cc(NC(=O)Cn2nc(C(=O)O)c3ccccc3c2=O)c([N+](=O)[O-])cc1C | -1.0% | ? | / | 1.3% | -1% | 5% | 5% | -10% | 3%
CCOc1ccc(NC(=O)CN(C)C(=O)c2ccc(C)c(S(=O)(=O)N3CCCCC3)c2)cc1OCC | 1.3% | 13% | / | 1.4% | -7% | -2% | 9% | -3% | 6%
COCCNC(=O)C(c1ccc(F)cc1)N(Cc1ccccc1)C(=O)CCC(=O)Nc1nccs1 (stereo not drawn) | 1.7% | 6% | / | 1.0% | -9% | 6% | 4% | -8% | -1%
CN(C)/C=C/C(=O)c1cc(F)cc(C(F)(F)F)c1 | 1.0% | 10% | -1.8% | 1.1% | 0% | -1% | 10% | -3% | 11%
Cc1cc(OCc2nn[nH]n2)c2c(C)c(CC(=O)O)c(=O)oc2c1 | -1.3% | 6% | 0.1% | 0.9% | -3% | 24% | 2% | -10% | 0%
Cc1ccc2nc(SCC(=O)N3CCCCCC3)nc(=O)n2c1 | / | 11% | / | -0.2% | -6% | / | / | / | 7%
O=C(Nc1c[nH]c(=O)[nH]c1=O)c1cc([N+](=O)[O-])cc([N+](=O)[O-])c1 | 0.9% | 4% | / | 1.2% | -1% | 8% | 7% | -1% | 6%
O=C(Nc1cccc(NC(=O)N2CCN(c3ccccc3)CC2)c1)N1CCN(c2ccccc2)CC1 | -1.4% | 11% | -1.4% | 7.4% | -1% | -6% | -2% | -2% | 14%
O=C(NCCO)N1c2ccccc2Sc2ccccc21 | -0.7% | 10% | / | 1.7% | -8% | 10% | -2% | -4% | 4%
Cc1cc(C(=O)CSc2ccccc2)cc(C)c1O | 0.1% | 25% | / | 42% | -21% | 5% | 2% | -2% | 13%
O=C(N/N=C/c1c[nH]c2ccccc12)c1cc(-c2ccc3ccccc3c2)n[nH]1 | -0.3% | 16% | -0.4% | 12% | -6% | 24% | -8% | -2% | 5%
O=C(C1CCN(S(=O)(=O)c2cccc3nsnc23)CC1)N1CC=C(c2ccccc2)CC1 | 0.7% | 0% | -6.5% | 2.2% | 5% | 0% | 1% | 5% | 4%
CC(=N\Nc1ccc(Cl)cc1)/C(=N/O)C(=O)Nc1ccccc1 | -1.5% | 34% | -4.1% | 1.4% | -3% | -5% | -1% | 0% | 8%
